Assay outcomes: PubChem BioAssay, National Center for Advancing Translational Sciences (NCATS)
TGFb inhibitor = TGF-b pathway inhibition; HepG2 CAGA-GFP TGF-b/SMAD3 reporter, GFP fluorescence, 18 h; TGF-beta stimulated, 500 pg/mL final; hit rate 1.2% among 410,000; AID 588855; Potency, µM (titrated, usually from 46.1 µM), for inactives: at the top dose activity, negative = inhibition, usual class: inhibitors; also: potency is read from the fitted curve at half-maximal effect; % is scaled to controls: 0 for no effect and ±100 for the full control effect; nearly all actives have a fitted effect of over 65% in size
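Inhibition of TGF-beta-driven CAGA-GFP reporter expression in HEPG2 cells is measured by cellular GFP fluorescence after 18 h stimulation with 500 pg/mL recombinant TGF-beta in 1% FBS medium at 37 degrees C.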
Nrf2 ARE act = activators of Nrf2 (ARE) signaling | AREc32 ARE-luciferase reporter (MCF7-derived line), luminescence, 24 h | Potency, µM (highest dose often 46.1 µM), for the others: top-dose activation, actives largely listed as activators | hit rate 0.31% among 410,000 | AID 624171; also: potency is read from the fitted curve at half-maximal effect; % of control where 0% means no effect; nearly all actives have a fitted effect of over 65% in size
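AREc32 cells carrying an ARE-driven firefly luciferase, 1000 cells/well in OPTI-MEM with 5% FBS, dosed after overnight attachment and incubated 24 hr at 37 deg C. Steady-Glo luminescence read after 30 min at RT.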
Nrf2 block = blocks Nrf2 signaling; hit rate 2.1% among 360,000; Potency, µM (highest dose often 46 µM), for inactives: at the highest dose activity change, negative = inhibition, most hits filed as inhibitors; A549 ARE-Fluc reporter, luciferase luminescence, 18-24 h; also: potency is read from the fitted curve at half-maximal effect; % is scaled to controls: 0 for no effect and ±100 for the full control effect; nearly all actives have a fitted effect of over 60% in size
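Concentration-response testing used A549 ARE_Fluc cells at 5000 cells/well. Following an 18-24 h compound incubation, viability was read by fluorescence (Ex 405/Em 525) and luciferase output by luminescence.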
A549 tox = A549 cytotoxicity, counter-screen for Nrf2 inhibitors; A549 ARE-Fluc cells, CellTiter-Fluor viability, 18-24 h; Potency, µM (top dose mostly 46 µM), inactives show at the top dose activity change, negative = cytotoxicity, most hits filed as inhibitors; hit rate 0.16% among 390,000; also: potency is read from the fitted curve at half-maximal effect; % is scaled to controls: 0 for no effect and ±100 for the full control effect
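A549 ARE-Fluc cells in 5% FBS OPTI-MEM, 5000 cells/well, rested 2 h then exposed to compounds in concentration-response for 18-24 h at 37 °C. Viability by CellTiter-Fluor fluorescence (Ex 405/Em 525) after 30 min; luciferase luminescence (BugLite, 15 min, RT) read afterwards.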
Abeta yeast res = compounds reversing amyloid beta toxicity in yeast. yeast expressing A-beta42, growth rescue, OD600, 48 h; response scale: 0% DMSO, 100% iron-clioquinol control. Potency, µM (titrated, usually from 46.1 µM), for inactives: top-dose growth rescue, usual class: activators. hit rate 0.063% among 410,000. AID 1347071; also: potency is read from the fitted curve at half-maximal effect; nearly all actives have a fitted effect of over 55% in size
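Yeast A-beta toxicity model in growth medium with pinned compounds, 48 h at 30 C; growth read as absorbance at 600 nm. Normalized to FeCl3/clioquinol equimolar mix (positive) and DMSO (negative).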
MmCpn inh = M. maripaludis TRiC chaperonin inhibition; Potency, µM (titrated, usually from 76.9 µM), inactives show top-dose activity, negative = inhibition, actives largely listed as inhibitors; hit rate 0.031% among 330,000; purified Mm-Cpn ATPase, ADP Transcreener TR-FRET; AID 504842; also: potency is read from the fitted curve at half-maximal effect; % is scaled to controls: 0 for no effect and ±100 for the full control effect; nearly all actives have a fitted effect of over 80% in size
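ATPase read-out: TR-FRET ADP immunoassay (anti-ADP Eu cryptate vs ADP-d2), ex 320 nm, em 590/665 nm; signal drops as ADP forms. Enzyme 25 nM, ATP 10 uM, 30 min at 37°C after 10 min compound preincubation.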
HepG2 tox = kills HepG2 cells in TGF-b inhibitor counter-screen; HepG2 CAGA-GFP viability, ATP luminescence, 18 h; Potency, µM (series often up to 46.1 µM), for the others: at the highest dose activity change, negative = cytotoxicity, actives largely listed as cytotoxic; hit rate 0.76% among 410,000; also: potency is read from the fitted curve at half-maximal effect; some results filed as inactive show a strong effect at the top dose
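HepG2 CAGA-GFP cells (1000/well, DMEM with 1% FBS) received compound, then TGF-beta at 500 pg/mL final, and were incubated 18 hours at 37 degrees C. Viability was read by CellTiter-Glo luminescence. Media-only wells were set as complete cell-killing and DMSO as no toxicity.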
CCT modulator = cytosolic chaperonin activity modulation. purified chaperonin ATPase assay, HTRF ADP detection, 30 min. activity change, % (test concentration not listed), hits read low. hit rate 0.3% among 360,000. AID 651819; in the data active = activity change below about -30%; also: % is scaled to controls: 0 for no effect and ±100 for the full control effect
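First, chaperonin was dispensed at 40 nM or 20 nM final depending on batch activity. Next, compounds were pinned at 76 uM and ATP added at 10 uM. After 30 min at 37 °C, ADP detection reagents ran 30 min at ambient temperature.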
Akt phos inh = Akt phosphorylation inhibition | Neuro2A IGF-stimulated pAkt S473 HTRF, 20 min; active compounds read low | activity change, % for hits at 50 µM | hit rate 0.32% among 360,000; in the data active = activity change below about -80%; inconclusive = mostly about -51% to -80%; also: % is scaled to controls: 0 for no effect and ±100 for the full control effect
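Single-point screen (50 µM final compound) in Neuro2A cells stimulated 20 min with 6 nM IGF at 37 deg C. After lysis, Ser473-phosphorylated Akt read by HTRF (ex 330 nm, em 615/665 nm) as the 665/615 ratio.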
* hit, by the source's call; i = inactive; u = inconclusive; x = no result given; & = joins results of further samples; [ ] = dose if it differs, or a comment. Unless noted, calls follow the shape of the dose curve; as a rule, active = well fitted curve in the direction sought with a large enough effect; inconclusive = small, poorly fitted or top-dose-only effect, or another doubt; inactive = no such curve, though single readings can be large; an effect the other way counts as inactive or inconclusive.

Values run as follows: TGFb inhibitor | Nrf2 ARE act | Nrf2 block | A549 tox | Abeta yeast res | MmCpn inh | HepG2 tox | CCT modulator | Akt phos inh
- CN(c1c(C#N)c(C(F)(F)F)nn1C)N(S(C)(=O)=O)S(C)(=O)=O
    -8.5% | -1.4% | -7.7% | 0.3% | -8.3% | 4.2% | -18.4% | -0.5 | i
- Cc1cc(NC(=O)c2cccc(Cl)c2)ccc1-c1cc2ccccc2oc1=O
    0.6% | -0.1% | u | -9.3% | -3.0% | x | 2.1% | x | x
- CNC(=O)COC(=O)c1ccc([N+](=O)[O-])cc1Cl
    7.6% | -0.2% | 17.7% | -3.4% | -8.1% | 2.2% | 21.4% | 1.9 | i
- Cc1ccc(NC(=O)C2CCN(c3nnc(C)c4c(C)n(-c5ccccc5)nc34)CC2)c(Cl)c1
    u | 1.8% | u | 11.3% | -12.9% | x | -18.6% | x | x
- CC1=C(C(=O)Nc2ccccc2)C(c2ccccn2)n2ncnc2N1 (stereo not given)
    1.0% | -0.1% | -8.3% | -3.9% | -6.1% | x | 14.2% | -0.7 | i
- O=C(CSc1nc2ccccc2c(=O)[nH]1)c1ccc(O)c(O)c1
    -26.8% | 6.7% | 9.4% | 0.1% | 2.2% | -0.1% | -27.9% | -2.3 | i
- CCOC(=O)c1ccc(NC(=O)C2C3C=CC(C3)C2C(=O)O)cc1 (stereo not given)
    13.8% | -0.3% | 24.5% | -2.4% | -7.7% | 0.0% | 1.4% | -3.2 | i
- COc1ccc(N2CCN(C(=O)c3ccc4c(c3)CCN4S(C)(=O)=O)CC2)cc1
    u | 0.1%&3.9% | 14.4% | -8.9% | -10.6%&3.8% | x | -25.8%&-19.8% | -1.5 | i
- CCO[C@@H]1OC(C(=O)N2CCOCC2)=C[C@H](C(C)(C)C)[C@H]1CCCO
    -6.7% | -1.0% | 5.4% | -1.0% | -9.1% | x | -9.9% | -2.6 | i
- Cc1ccc(S(=O)(=O)NN=C2CC(C)(C)CC(=O)C2(C)C)cc1
    -0.6% | -0.7% | x | x | 1.9% | x | 3.9% | -1.4 | i
- CCn1c(SCC#N)nc2c(c1=O)C1(CCCC1)Cc1ccccc1-2
    -6.3% | 0.0% | -29.6% | -16.4% | -14.4% | 0.2% | -27.4% | -1.6 | i
- C#CCNC(=O)C1=C[C@H](c2ccc(C(F)(F)F)cc2)[C@@H](CCCO)[C@H](OCC)O1
    -7.9% | -0.9% | -1.7% | -0.9% | 9.1% | x | -22.0% | -3.3 | i
- Cc1noc(C)c1COC(=O)CCCc1nc2ccccc2s1
    1.7% | -0.7% | 1.9% | -4.0% | -0.5% | -2.6% | -60.6% | 1.1 | i
- CCOc1ccccc1-n1nnc(-c2nc(-c3ccccc3)no2)c1N
    0.4% | 6.2% | u | -1.7% | -3.5% | x | -19.2% | x | x
- CC(C)CN(C(=O)COC(=O)CSc1ccccc1)c1c(N)n(Cc2ccccc2)c(=O)[nH]c1=O
    -13.0% | -0.7% | -17.5% | -12.8% | 4.6% | -1.1% | -8.0% | -4.9 | i
- C[C@@H]1CN([C@@H](C)CO)C(=O)CCCn2cc(nn2)CO[C@H]1CN(C)S(=O)(=O)c1ccccc1C#N
    -6.0% | -0.5% | x | x | -4.7% | x | -14.8% | -52.8* | i
- Cn1nnnc1SCC(=O)c1ccco1
    0.9% | -0.5% | -17.5% | -15.0% | -8.3% | 1.6% | -7.2% | -3.0 | i
- COc1ccc(NS(=O)(=O)c2ccc3c(c2)NC(=O)CCS3)c(OC)c1
    0.8% | 4.5% | u | 1.3% | -9.9% | x | -20.2% | x | x
- O=S1OC(c2ccccc2)c2cc(Cl)ccc21 (stereo not given)
    u | -1.0% | 6.3% | -2.1% | -38.3%[inhibitor] | 0.8% | -20.8% | 0.0 | i
- COc1cc(NC2=Nc3cccc4cccc2c34)cc(OC)c1OC
    -47.5% | 16.4% | 2.8% | -11.3% | -9.2% | -1.5% | -35.1% | 0.7 | i
- Cc1cccc(NC(=O)CSc2nc(=O)n(Cc3cccnc3)c3c2CCC3)c1C
    -5.2% | -0.1% | x | -0.5% | 1.3% | x | -8.1% | x | x
- C[C@@H]1CC=C[C@H]2[C@H]1C(=O)N(Cc1ccccc1)[C@H]2c1ccc2ccccc2c1
    u | 0.7% | 20.6µM* | u | 11.1% | 0.3% | -22.4% | -1.1 | i
- COc1cc(OC)cc(C(=O)NNC(=O)CN2C(=O)NC(C)(c3ccccc3)C2=O)c1 (stereo not given)
    0.5% | 0.3% | -12.2% | -1.7% | 0.6% | -2.1% | -14.2% | -1.5 | i
- CN(C)S(=O)(=O)c1ccc(C(=O)NCC(=O)Nc2ccc(F)c(F)c2)cc1
    10.5% | -0.2% | 11.4% | -0.2% | 0.2% | 0.0% | 16.5% | -0.5 | i
- Cc1ccc(S(=O)(=O)Nc2ccccn2)c(C)c1
    -0.6% | -0.5% | x | x | -10.5% | x | 1.6% | 2.5 | i
- CCOCCCN1CC(C(=O)NCc2ccc3c(c2)OCO3)CC1=O (stereo not given)
    22.3% | -0.8% | -0.3% | -13.4% | 5.9% | -0.6% | 9.9% | -0.8 | i
- C/C(=N\NC(=O)c1cc(C)oc1C)c1ccc2c(c1)OCO2
    -10.3% | 2.6% | 3.1% | -0.5% | 2.9% | 1.4% | -16.5% | -2.3 | i
- COc1ccc(N(C(=O)c2ccc(F)cc2)C2=CC3CCC(C2)N3C)cc1 (stereo not given)
    1.6% | 0.5% | 8.4% | -1.0% | -5.8% | 0.1% | 0.9% | -1.7 | i
- CCC/C(C#CCCN1C(=O)c2ccccc2C1=O)=C1/c2ccccc2C(=O)N1c1ccccc1
    -2.7% | 16.4% | -8.2% | -7.6% | -0.6% | 0.0% | -3.8% | 0.3 | i
- Cc1ccc(-n2nc(C)c3c(-c4cccs4)c(C#N)c(N)nc32)cc1
    -0.2% | 5.2% | -8.1% | 1.4% | 15.5% | -11.1% | -16.7% | -1.3 | i

3 entries from above, reformatted.
> Cn1nnnc1SCC(=O)c1ccco1
- TGFb inhibitor: 0.9%
- Nrf2 ARE act: -0.5%
- Nrf2 block: -17.5%
- A549 tox: -15.0%
- Abeta yeast res: -8.3%
- MmCpn inh: 1.6%
- HepG2 tox: -7.2%
- CCT modulator: -3.0
- Akt phos inh: i

> COc1ccc(NS(=O)(=O)c2ccc3c(c2)NC(=O)CCS3)c(OC)c1
- TGFb inhibitor: 0.8%
- Nrf2 ARE act: 4.5%
- Nrf2 block: u
- A549 tox: 1.3%
- Abeta yeast res: -9.9%
- MmCpn inh: x
- HepG2 tox: -20.2%
- CCT modulator: x
- Akt phos inh: x

> O=S1OC(c2ccccc2)c2cc(Cl)ccc21 (stereo not given)
- TGFb inhibitor: u
- Nrf2 ARE act: -1.0%
- Nrf2 block: 6.3%
- A549 tox: -2.1%
- Abeta yeast res: -38.3%[inhibitor]
- MmCpn inh: 0.8%
- HepG2 tox: -20.8%
- CCT modulator: 0.0
- Akt phos inh: i

Later entries:
Values run as follows: TGFb inhibitor | Nrf2 ARE act | Nrf2 block | A549 tox | Abeta yeast res | MmCpn inh | HepG2 tox | CCT modulator | Akt phos inh
- COc1ccccc1CNC(=O)C1CCCN(S(=O)(=O)c2c(C)[nH]c(=O)[nH]c2=O)C1 (stereo not given)
    -12.2% | -0.7% | x | -3.5% | -1.4% | 1.2% | 7.7% | 0.4 | i
- O=C(NCc1ccccc1)c1cc(C2CCCCN2S(=O)(=O)c2cccc3cccnc23)on1 (stereo not given)
    -12.5% | 4.7% | x | x | 5.4% | x | -24.7% | -0.3 | i
- CCC(C)Oc1cc(-c2ccnc(Nc3cccc(Cl)c3)n2)ccn1 (stereo not given)
    7.08µM* | -2.6% | u | -5.0% | 8.4% | 0.5% | 2.4% | 0.2 | i
- Cc1ccc(C)c(S(=O)(=O)N2CCN(C(=O)CCC(=O)NCc3ccc(Cl)cc3)CC2)c1
    u | -0.3% | 2.4% | 12.0% | -17.0% | -0.1% | -35.0% | -0.1 | i
- N=C1/C(=C\c2ccc(Br)o2)C(=O)N=C2SC(CC(=O)N3CCCCC3)=NN12
    19.0% | -0.2% | 16.2% | -6.1% | -5.3% | -4.1% | 1.3% | 2.7 | i
- CCN1CCN(c2ccc(NC(=O)c3ccc(Cl)c(S(=O)(=O)N4CCCC4)c3)cc2)CC1
    -5.9% | -0.3% | -9.9% | -1.4% | -3.2% | 1.7% | -22.2% | -3.4 | i
- O=C(CN1C(=O)COc2ccccc21)c1cccc(Cl)c1
    -26.7% | -0.5% | -6.4% | 2.6% | 8.5% | 0.6% | -8.4% | -1.8 | i
- O=C(Nc1ccc(F)cc1F)N1CCCCCC1
    -2.0% | 0.3% | 1.2% | 3.8% | 7.2% | -0.1% | -21.8% | -1.1 | i
- O=C(Nc1cccnc1)Nc1ccc(F)c(Cl)c1
    -0.3% | 0.7% | 9.3% | 3.7%[1.84 µM] | -20.5% | 3.7% | -3.1% | -0.9 | i
- Cc1nc(C)c(/C(O)=C\c2nc3ccc([N+](=O)[O-])cc3oc2=O)o1
    9.4% | 13.7% | 2.3% | -15.5% | 6.3% | -3.9% | 15.2% | -3.2 | i
- COc1ccc(S(=O)(=O)N(C)C[C@H]2OCc3cnnn3CCCC(=O)N([C@@H](C)CO)C[C@H]2C)cc1
    1.0% | 0.1% | x | x | -4.1% | x | 5.9% | 3.2 | i
- CCOc1ccc(N2C(=O)CC(Sc3n[nH]c(-c4ccccc4)n3)C2=O)cc1 (stereo not given)
    -10.2% | -0.5% | 4.4% | -4.4% | -80.6%[inhibitor] | -1.0% | -0.8% | -0.3 | i
